Kir21 inh = Kir2.1 (mouse) channel inhibition. P35561. HEK293-Kir2.1, FluxOR thallium flux fluorescence; stronger effect = lower value. B-score at 10 µM. actives 0.85% (n = 310,000);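 active = fluorescence ratio B-score at or below minus 3 SD of library scores, with starting-brightness B-score within 2 SD, cut at about -4.2 in these data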;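 also: channel flux triggered by added potassium and thallium sulfate stimulus; B-score of peak minus minimum fluorescence over baseline after thallium stimulus; more negative B-score means stronger Kir2.1 block with less thallium influx; some compounds called inactive have numbers as strong as hits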
Target sequence (P35561 whole entry, looked up): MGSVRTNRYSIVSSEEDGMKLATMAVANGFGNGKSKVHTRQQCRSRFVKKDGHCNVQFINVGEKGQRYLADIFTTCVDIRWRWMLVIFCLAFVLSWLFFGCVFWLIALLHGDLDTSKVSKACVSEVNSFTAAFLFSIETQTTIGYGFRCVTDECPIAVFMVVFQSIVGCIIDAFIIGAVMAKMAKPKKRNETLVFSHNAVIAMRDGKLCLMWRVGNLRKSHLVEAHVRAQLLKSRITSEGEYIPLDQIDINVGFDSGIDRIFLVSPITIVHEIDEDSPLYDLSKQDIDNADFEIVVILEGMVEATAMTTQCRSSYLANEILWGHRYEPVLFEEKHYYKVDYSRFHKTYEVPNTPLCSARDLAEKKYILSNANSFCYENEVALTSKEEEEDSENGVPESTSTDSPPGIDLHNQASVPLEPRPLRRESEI
STK33 inh = human STK33 kinase inhibition; Q9BYT3; purified STK33, MBP phosphorylation, ADP-Glo luminescence; inhibition, % at 10 µM; actives 0.073% (n = 320,000); AID 2661;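 active = inhibition at or above 25%, using the most active replicate where run in duplicate; inactive = inhibition below 25%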
Target sequence (Q9BYT3 whole entry, looked up): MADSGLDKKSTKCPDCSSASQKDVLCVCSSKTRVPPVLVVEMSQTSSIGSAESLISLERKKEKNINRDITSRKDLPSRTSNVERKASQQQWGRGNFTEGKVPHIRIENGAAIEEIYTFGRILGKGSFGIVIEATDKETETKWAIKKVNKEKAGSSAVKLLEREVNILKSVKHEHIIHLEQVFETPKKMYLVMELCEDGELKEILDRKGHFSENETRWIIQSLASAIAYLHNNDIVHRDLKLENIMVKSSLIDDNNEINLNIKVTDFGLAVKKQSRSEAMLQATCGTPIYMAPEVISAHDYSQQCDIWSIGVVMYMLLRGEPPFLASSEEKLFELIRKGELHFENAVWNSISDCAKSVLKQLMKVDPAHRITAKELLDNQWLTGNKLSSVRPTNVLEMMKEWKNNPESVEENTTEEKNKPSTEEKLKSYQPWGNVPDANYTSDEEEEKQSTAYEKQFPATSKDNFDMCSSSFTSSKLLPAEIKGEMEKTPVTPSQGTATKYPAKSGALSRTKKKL
Numbers without * were called inactive; . = no result given.

| Kir21 inh | STK33 inh | structure |
| --- | --- | --- |
| -0.34 | 0.0 | O=C(OCc1cncs1)c1cccs1 |
| -0.6 | -0.9 | O=c1cc(N2CCCC2)[nH]c(=O)n1-c1ccc(Cl)cc1 |
| . | 0.5 | CCC(CO)N=CC1=C(O)C(C(=O)c2ccccc2)CCC1=O (stereo not drawn) |
| -1.1 | -0.9 | O=C(NC(=S)Nc1ccc(Cl)cn1)c1cc([N+](=O)[O-])ccc1N1CCOCC1 |
| -0.07 | 0.8 | Cc1ccc(-c2nnc(SCC(N)=O)nc2-c2ccc(C)cc2)cc1 |
| -0.55 | -0.1 | CC(C)N1CCN(C2CSCCSC2)CC1CCO (stereo not drawn) |
| -1.3 | -0.3 | COCCSc1ccccc1C(=O)Nc1cc(C)cc(C)c1 |
| -1.9 | 0.2 | Nc1c(NCCN2CCCCC2)c2ccccc2oc1=O |
| -0.82 | -0.9 | C(/C=C/c1ccccc1)=N/N1CCN(c2ccccc2)CC1 |
| -0.23 | 3.6 | COc1cc2c(cc1OC)CN(C(=S)Nc1c(C)cccc1C)CC2 |
| 1.1 | -2.3 | O=C(CSc1nc(Nc2ccccc2)nc(N2CCOCC2)n1)Nc1cccc([N+](=O)[O-])c1 |
| -0.21 | . | CCc1nonc1NC(=O)c1oc2cc(C)c(Cl)cc2c1C |
| 0.26 | 5.6 | CN1C(=O)c2cccc3c(S(N)(=O)=O)ccc1c23 |
| 0.77 | -1.7 | O=C(CN1C(=O)S/C(=C\c2ccc(C(=O)O)cc2)C1=O)Nc1ccccc1 |
| 2.5 | -1.7 | CCN(CC)S(=O)(=O)c1cnccc1N1CCN(c2cccc(Cl)c2)CC1 |
| 0.49 | -0.6 | CCCNC(=O)CCC(=O)Nc1ncc(-c2ccc(C)cc2)n1C |
| -1 | 0.2 | COC(=O)c1cc(NC(=O)c2c(-c3ccccc3)noc2C)ccc1N1CCOCC1 |
| -0.07 | 1.0 | CCCCCCCCCC(=O)N1CCN(c2cc3c(cc2F)c(=O)c(C(=O)O)cn3CC)CC1 |
| -2.6 | -0.2 | CC(C)(C)NC(=O)C(c1cccs1)N(Cc1ccco1)C(=O)c1csnn1 (stereo not drawn) |
| 1.9 | -0.7 | Cc1cccc(C)c1OCC(O)Cn1ccnc1C (stereo not drawn) |
| 1.4 | -0.3 | CCOc1ccc(NC(=O)CSc2ncnc3c2sc2ccccc23)cc1 |
| 0.05 | 1.6 | COc1ccc(OC)c(NC(=O)COc2ccc(S(=O)(=O)NC(C)C)cc2)c1 |
| -0.57 | -0.8 | CSc1ccc(S(=O)(=O)NCc2ccccc2C)cc1 |
| -2.5 | -0.2 | Fc1ccc(Oc2nc(-c3ccccc3)nnc2C(F)(F)F)cc1 |
| 0.04 | -1.3 | Cc1ccc(OCc2cc(C(=O)N3CC4C[C@@H]5CC3C[C@H](C4)C5)no2)cc1C |
| 0.91 | 1.1 | Cc1ccc(C)c(NC(=O)CNC(=O)N2CC(=O)Nc3ccccc32)c1 |
| -1.7 | -2.5 | CCN1CCN(c2nc3c(c(=O)[nH]c(=O)n3C)n2Cc2ccccc2F)CC1 |
| 0.17 | -0.8 | Cc1nn(C(=O)c2ccco2)c(C)c1Sc1ccc(Cl)cc1 |
| . | 1.4 | O=C(Nc1ccccc1N1CCOCC1)c1cc(=O)[nH]c2ccccc12 |
| -0.31 | -1.6 | COC(=O)COc1ccc(NS(=O)(=O)c2cccc([N+](=O)[O-])c2)cc1 |
| 0.24 | -1.1 | CCCCNC(=S)N(C)/N=C/c1ccc(OCC(=O)Nc2c(C)cc(C)cc2C)c(OC)c1 |
| . | 4.5 | CCn1c(C)cc(C(=O)COC(=O)c2ccccc2[N+](=O)[O-])c1C |
| -0.01 | 0.9 | CCC(CC)c1nnc(NC(=O)CCS(=O)(=O)Cc2ccccc2)s1 |
| 1.1 | -1.1 | CCCCN1C(N)=NC[C@@H]1Cc1ccccc1 |
| -1.4 | . | Cc1cc(C)c2nc3nc(C)c(C)cc3c(N)c2c1 |
| -0.24 | -0.6 | COc1cc2cc(CN(CCO)S(=O)(=O)c3ccccc3Cl)c(=O)[nH]c2cc1OC |
| 0.92 | -2.0 | CCCCOc1ccc(-c2nnn(CCC(=O)N3CCOCC3)n2)cc1 |
| 2.4 | -1.3 | COC(=O)c1sccc1NC(=O)c1c(C)noc1C |
| 1.4 | 0.3 | COc1ccc(NC(=O)CN(C)C(=O)CN2C(=O)c3ccc([N+](=O)[O-])cc3C2=O)cc1 |
| -0.93 | 0.3 | CCOC(=O)Cn1c(=NC(=O)CSC(C)=O)sc2ccccc21 |
| 0.51 | -0.4 | Nc1cc(=O)[nH]n1C1CCN(c2ccccc2)CC1 |
| -0.86 | -2.5 | CC(O)CNCCCOc1cccc(C(F)(F)F)c1 (stereo not drawn) |
| 0.37 | 0.0 | CCC1=NN2C(=N)/C(=C/c3ccc(OS(=O)(=O)c4ccc(C)cc4)c(OC)c3)C(=O)N=C2S1 |
| -1.7 | -2.0 | O=c1nc(/C=C/c2cccn2-c2ccc([N+](=O)[O-])cc2)cc(C(F)(F)F)[nH]1 |
| -0.01 | -1.7 | O=C(N/N=C\c1ccccn1)C1c2ccccc2Oc2ccccc21 |
| 0.38 | 5.6 | O=C(/C=C/c1ccccc1Cl)Nc1ccncc1 |
| 1.8 | -3.2 | CC(=O)NC(CC(=O)OCC(=O)Nc1ccc2c(c1)OCO2)c1ccccc1 (stereo not drawn) |
| 1 | -0.3 | CC(=O)[C@@H]1[C@@H](C)N(Cc2ccccc2)C(=O)N[C@H]1c1cccc(C(F)(F)F)c1 |
| -0.03 | 6.3 | O=C1NCN(CCO)CN1 |
| 0.47 | 0.0 | Cc1cc(OC(C)C)nc(NCc2ccccc2)n1 |
| 0.94 | -5.1 | Cc1nnc(Nc2ccc(S(N)(=O)=O)cc2)c2ccccc12 |
| 0.62 | -1.3 | CC(=O)Nc1ccc(S(=O)(=O)NCC2CCC(C(=O)NC3CCCCCC3)CC2)cc1 (stereo not drawn) |
| . | -2.0 | CCN(C(=O)COC(=O)c1cnc(C)cn1)c1c(N)n(Cc2ccccc2)c(=O)[nH]c1=O |
| 1.3 | -0.9 | O=C(c1ccncc1)N1CCN(C(=O)c2ccncc2)CC1 |
| . | -1.9 | CC(CNC(=O)CN1C(=O)C(=O)N(C2CCCC2)C1=O)c1ccccc1 (stereo not drawn) |
| . | -0.1 | Cc1cc(C(=O)NNC(=O)c2ccccc2F)c2ccccc2n1 |
| 0.14 | -1.1 | O=C(NNS(=O)(=O)c1ccc(F)c(Cl)c1)c1cccc(S(=O)(=O)N2CCOCC2)c1 |
| 0.01 | -1.4 | COc1cc(-c2nnc(SCC(=O)c3ccccc3)o2)cc(OC)c1OC |
| -0.16 | -0.7 | O=C(NCc1cccc(Cl)c1)C1CCC(=O)N(C2CC2)C1 (stereo not drawn) |
| . | -0.1 | C[C@H]1CN([C@@H](C)CO)C(=O)Cc2cc(NS(=O)(=O)c3cccs3)ccc2O[C@H]1CN(C)S(=O)(=O)c1cn(C)cn1 |

In the list so far, these contain a COOH group:
| Kir21 inh | STK33 inh | structure |
| --- | --- | --- |
| 0.77 | -1.7 | O=C(CN1C(=O)S/C(=C\c2ccc(C(=O)O)cc2)C1=O)Nc1ccccc1 |
| -0.07 | 1.0 | CCCCCCCCCC(=O)N1CCN(c2cc3c(cc2F)c(=O)c(C(=O)O)cn3CC)CC1 |

Next section
| Kir21 inh | STK33 inh | structure |
| --- | --- | --- |
| 0.05 | -0.8 | Cc1c(NC(NC(=O)CC(C)C)C(Cl)(Cl)Cl)c(=O)n(-c2ccccc2)n1C (stereo not drawn) |
| -0.77 | 0.0 | CN(C(=O)c1cc([N+](=O)[O-])ccc1NCc1cccnc1)c1ccccc1 |
| -2.5 | -0.6 | Cc1nc(N2CCOCC2)c2c3c(sc2n1)CCC3 |
| -0.04 | . | C[C@@H](C(=O)N1CCN(C(=O)OC(C)(C)C)CC1)n1cc(-c2cn([C@@H](C)C(=O)N3CCN(C(=O)OC(C)(C)C)CC3)nn2)nn1 |
| 1.8 | 0.6 | CC(C)NC(=O)CCCC(=O)NC(C)C |
| -1 | 0.7 | CC(C)CCC[C@@H](C)[C@H]1CC[C@H]2[C@@H]3C(=O)C=C4C[C@@H](O)CC[C@]4(C)[C@H]3CC[C@]12C |
| 0.02 | -1.2 | O=S(=O)(c1ccccc1)c1nc(-c2ccccc2)oc1NCCCN1CCOCC1 |
| -1 | . | CCN(CC)S(=O)(=O)c1ccc(N2CCN(C)CC2)c(NC(=O)COc2ccc(F)cc2Cl)c1 |
| 0.56 | -1.1 | Cc1nc(C(=O)O)nn1-c1cc(Cl)ccc1Cl |
| 0.72 | -0.7 | Cc1ccc(S(=O)(=O)N2CC(C)N(C(=O)N3CCOCC3)C2)cc1 (stereo not drawn) |
| -0.6 | -0.2 | O=C(NCCCO)c1ccc(CSc2nc3ccccc3c(=O)[nH]2)cc1 |
| -0.42 | 0.4 | COC(=O)C1=C(C)Nc2nnnn2C1c1cccnc1 (stereo not drawn) |
| -0.02 | -0.9 | COCCNc1nc(-c2cc(C(=O)Nc3ccccc3)on2)cc(C(C)C)n1 |
| 2.2 | -0.4 | COc1ccc(C2C(=O)c3ccccc3C2=Nc2ccc(Br)cc2)cc1 (stereo not drawn) |
| 2.8 | -1.0 | Cn1c(SCC#N)nnc1-c1cnccn1 |
| -0.81 | -1.7 | O=c1c(-c2nnc(SCc3ccc(Cl)c(Cl)c3)o2)cccn1Cc1ccccc1 |
| -1 | 0.6 | FC(F)(F)c1cc(-c2ccco2)nc(NCc2cccs2)n1 |
| 1 | -0.8 | COc1ccc(N(C)S(=O)(=O)c2cccc(C(=O)NCC3CCCO3)c2)cc1 (stereo not drawn) |
| . | -0.7 | COc1ccc(NS(=O)(=O)c2ccc(C(=O)N3CCC(C)CC3)cc2)cc1 |
| -0.17 | 1.3 | CCOc1ccccc1NC(=O)Cn1nnc(C(=O)NCCc2ccc(OCC)c(OCC)c2)c1N |
| 0.14 | -0.5 | COCCOc1cc(-n2cccc2)c(Cl)cc1Cl |
| 2.4 | 0.2 | Cc1nc2ccc(NC(=S)NCCCO)cc2nc1C |
| -0.42 | 0.7 | COc1ccc(C(=O)NCCSc2ccccc2C)cc1 |
| -0.02 | 0.6 | NC1=NC(=Nc2ccc(S(N)(=O)=O)cc2)c2ccccc21 |
| 0.48 | -2.0 | CC(=O)Nc1ccc(NC(=O)CCN2C(=O)c3ccccc3C2=O)cc1 |
| -0.36 | -1.5 | Brc1ccc(CSc2nnc3ccccn23)cc1 |
| 0.7 | -0.6 | CCOC(=O)C(C)Sc1ncc(-c2ccc(Cl)cc2)cn1 (stereo not drawn) |
| -2.2 | -3.1 | COc1ccc(NC(=O)c2cccs2)cc1C(=O)N1CCN(c2ccccc2)CC1 |
| -0.15 | -0.1 | Cc1cccc(C)c1NC(=O)CSc1cc(C(=O)c2nccn2C)c2ccccc2n1 |
| -2.5 | 0.6 | COCc1cc(C)n(CC(=O)Nc2cccc(C)c2)c(=O)c1C#N |
| -1 | -1.4 | Cc1cccc(-n2nnc3c(=O)n(CC(=O)Nc4cc(C)on4)cnc32)c1 |
| . | 0.3 | O=C(COC(=O)c1cccnc1Cl)NCc1ccc(F)cc1 |
| -0.44 | 2.5 | C/C(=N\NC(=O)c1ccccc1O)c1cccs1 |
| 0.38 | -0.8 | COc1ccc(CCNC2=C(Cl)C(=O)N(CCc3ccc(OC)c(OC)c3)C2=O)cc1OC |
| 0.44 | 4.5 | COc1ccc(-c2ccc(OC)c([C@H]3[C@@H]4C=CCC[C@@]4(C)C(=O)N3Cc3ccccc3)c2)cc1OC |
| . | -0.9 | COc1ccc(S(N)(=O)=O)cc1C(=O)OCC(=O)Nc1sccc1C#N |
| 0.34 | 0.5 | COC(=O)c1c(CSc2cccc(C)c2)noc1C(=O)NCc1ccco1 |
| -1.2 | -0.3 | Cc1cc(-c2ccc([N+](=O)[O-])cc2)nc2ccccc12 |
| 0.01 | -0.8 | COc1ccc(N(CC(=O)NCCSc2ccccc2)S(=O)(=O)c2ccccc2)cc1OC |
| 0.27 | 6.7 | COc1ccc(Cc2nnc3n2N=C(c2cc4ccccc4o2)CS3)cc1OC |
| -0.04 | -0.4 | CCOc1ccc(OCC)c(Nc2cc(C)nc3ncnn23)c1 |
| -6* | 0.6 | CCc1cc2c(CN3CCN(Cc4ccccc4)CC3)cc(=O)oc2cc1O |
| 0.73 | 4.6 | O=C(NC1CCCC1)c1ccc2nc[nH]c2c1 |
| 0.43 | 0.6 | CCOC(=O)N1CCN(CCC(=O)Nc2cc(OC)ccc2OC)CC1 |
| -1 | -2.5 | Cc1cc(C)c(C)c(S(=O)(=O)N2CCN(CC(=O)c3c(N)n(Cc4ccccc4)c(=O)n(C)c3=O)CC2)c1C |
| 0.59 | 2.6 | C=CCNS(=O)(=O)c1ccc(OCC(=O)OC)cc1 |
| 1.6 | -0.4 | CC1(C)CC(=O)c2sc(NS(=O)(=O)c3cc(Cl)ccc3Cl)nc2C1 |
| -1 | -1.6 | Cc1nc(S/C(=C/c2ccc(-c3cc(Cl)ccc3C)o2)C(=O)O)n[nH]1 |
| 0.74 | 0.0 | COc1cccc(C(=O)Nc2nnc(S(=O)(=O)Nc3cccc(C)c3)s2)c1 |
| 0.09 | 2.3 | COc1ccc2c(c1)c(=O)c(Br)c(C)n2Cc1ccccc1 |
| -0.52 | -0.8 | Cc1cc(C)n(CCCN2C(=O)c3cccc4cccc(c34)C2=O)n1 |
| -1.5 | -0.6 | O=C(NC1CCCCC1)C12CC3CC(CC(Cl)(C3)C1)C2 |
| -0.57 | -1.1 | O=C(COC(=O)/C=C/c1cccc(C(F)(F)F)c1)Nc1cccc2ccccc12 |
| -0.57 | -0.1 | CC(C)c1ccccc1NC(=O)c1ccccc1NC(=O)C1CCCCC1 |

Profiles, looked up by structure. Screens in order: Kir21 inh, STK33 inh
`O=C(COC(=O)/C=C/c1cccc(C(F)(F)F)c1)Nc1cccc2ccccc12` reads -0.57, -1.1
`Cc1cc(-c2ccc([N+](=O)[O-])cc2)nc2ccccc12` reads -1.2, -0.3
`CC(C)c1ccccc1NC(=O)c1ccccc1NC(=O)C1CCCCC1` reads -0.57, -0.1

Bioassay records deposited in PubChem BioAssay by several laboratories.
